# Fam108B inh: counter-screen for RBBP9 inhibitors: inhibitors of mouse Fam108B; recombinant Fam108B, FP-Rh probe fluorescence polarization; inhibition, % at 9.51 µM; 300,000 compounds, 0.33% hits; AID 1947;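 active = inhibition above the screen mean inhibition plus 3 SD, computed separately per campaign, cut at about 18% in these data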;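 also: inhibitors lower polarization as less probe binds the enzyme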
# PME-1 inh: blocks human protein phosphatase methylesterase 1; Q9Y570; recombinant PME-1, FP-Rh probe fluorescence polarization; inhibition, % at 5.9 µM; 320,000 compounds, 0.53% hits; AID 2130;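 active = inhibition above the campaign mean of all compounds plus 3 SD, cut at about 26% in these data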;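 also: competitive labeling of PME-1 active site by serine hydrolase directed probe; 0% = PME-1 with DMSO and 100% = wells lacking PME-1 enzyme; inhibitors block probe labeling so polarization falls and inhibition rises; many of its hits are not listed in these tables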
# MCL1 BIM primary: inhibitors of human MCL1 binding to BIM-BH3 peptide; Q07820; inhibition, % at 10.9 µM; 320,000 compounds, 0.68% hits; AID 2057; GST-MCL1 / FITC-Bim-BH3 fluorescence polarization;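 active = inhibition above the mean inhibition of all tested compounds plus 3 SD, set per campaign, cut at about 40% in these data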;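 also: 0% = DMSO wells and 100% = unlabeled Bim-BH3 peptide control; higher means more loss of mP so more displacement of Bim peptide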
# Target sequence (Q07820 whole entry, looked up): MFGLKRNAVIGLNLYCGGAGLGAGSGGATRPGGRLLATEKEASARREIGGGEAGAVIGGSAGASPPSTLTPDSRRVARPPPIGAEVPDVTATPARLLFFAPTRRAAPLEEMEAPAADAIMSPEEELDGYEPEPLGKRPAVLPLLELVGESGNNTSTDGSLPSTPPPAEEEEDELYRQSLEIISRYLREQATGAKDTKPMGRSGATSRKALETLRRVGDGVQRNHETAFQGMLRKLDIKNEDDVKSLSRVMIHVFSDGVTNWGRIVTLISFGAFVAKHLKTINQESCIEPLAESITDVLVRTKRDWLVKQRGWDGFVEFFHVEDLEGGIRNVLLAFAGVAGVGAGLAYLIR
# MEX-5 binding: C. elegans MEX-5 TCR-2 RNA binding activity; Q9XUB2; MEX-5/FITC-TCR2 RNA binding, fluorescence polarization; hits give low values; activity score (negative = inhibition of binding), % at 10 µM; 300,000 compounds, 0.38% hits;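 active = inhibition past about -25% in most replicates, and total fluorescence under double the plate's negative control median, limit read from the data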;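 also: 0% = DMSO and -100% = 5 µM competing unlabeled TCR2 RNA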
# BCLXL inh: inhibitors of human Bcl-xL. Q07817. GST-Bcl-xL / FITC-Bim BH3 peptide fluorescence polarization. inhibition, % at 10.9 µM. 320,000 compounds, 0.7% hits;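 active = inhibition above the mean of all tested compounds plus 3 SD, cutoff set per campaign, cut at about 30% in these data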;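 also: 0% = DMSO wells and 100% = unlabeled Bim-BH3 peptide competitor; inhibitors lower millipolarization by displacing the labeled peptide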
# Target sequence (Q07817 whole entry, looked up): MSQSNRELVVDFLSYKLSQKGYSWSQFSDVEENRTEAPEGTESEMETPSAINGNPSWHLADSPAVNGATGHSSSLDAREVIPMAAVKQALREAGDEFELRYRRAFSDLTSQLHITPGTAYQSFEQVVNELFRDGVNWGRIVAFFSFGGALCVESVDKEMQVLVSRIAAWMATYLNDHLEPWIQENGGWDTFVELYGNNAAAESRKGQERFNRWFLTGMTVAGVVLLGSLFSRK
# AHR activator: activators of human aryl hydrocarbon receptor | AHR-responsive luciferase reporter cells, luminescence | activation, % at 5 µM | 320,000 compounds, 2.5% hits | AID 2796; in the data active = activation above about 47%;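 also: 0% = vehicle wells and 100% = reference agonist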
# pPAFAH inh: inhibitors of human plasma PAF acetylhydrolase (pPAFAH) | Q13093 | recombinant pPAFAH, FP-rhodamine probe fluorescence polarization | inhibition, % at 3.39 µM | 330,000 compounds, 1.5% hits;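 active = inhibition above the mean inhibition across the screen plus 3 SD, cut at about 25% in these data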;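 also: inhibitors block binding of the rhodamine activity-based probe so polarization drops; 0% = enzyme with DMSO and 100% = wells lacking pPAFAH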
# PAFAH1B2 FP inh: PAFAH1B2 (human) inhibition | P68402 | recombinant PAFAH1B2, FP-rhodamine activity probe, fluorescence polarization | inhibition, % at 3.39 µM | 340,000 compounds, 1.2% hits | AID 492953;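 active = inhibition above the mean of all tested compounds plus 3 SD, cut at about 24% in these data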;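 also: 0% = enzyme with DMSO and 100% = wells lacking PAFAH1B2; many of its hits are not listed in these tables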
# GLD-1 RNA inh: GLD-1-TGE RNA interaction inhibition (C. elegans); 320,000 compounds, 0.44% hits; AID 2280; purified GLD-1 + fluorescein TGE RNA, fluorescence polarization; inhibition, % at 5.96 µM;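 active = percent inhibition above a per-plate cutoff, the plate mean of test compounds plus 3 SD, cut at about 30% in these data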;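 also: 0% = DMSO wells with GLD-1 and probe and 100% = wells lacking GLD-1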
# Target sequence (Q17339 whole entry, looked up): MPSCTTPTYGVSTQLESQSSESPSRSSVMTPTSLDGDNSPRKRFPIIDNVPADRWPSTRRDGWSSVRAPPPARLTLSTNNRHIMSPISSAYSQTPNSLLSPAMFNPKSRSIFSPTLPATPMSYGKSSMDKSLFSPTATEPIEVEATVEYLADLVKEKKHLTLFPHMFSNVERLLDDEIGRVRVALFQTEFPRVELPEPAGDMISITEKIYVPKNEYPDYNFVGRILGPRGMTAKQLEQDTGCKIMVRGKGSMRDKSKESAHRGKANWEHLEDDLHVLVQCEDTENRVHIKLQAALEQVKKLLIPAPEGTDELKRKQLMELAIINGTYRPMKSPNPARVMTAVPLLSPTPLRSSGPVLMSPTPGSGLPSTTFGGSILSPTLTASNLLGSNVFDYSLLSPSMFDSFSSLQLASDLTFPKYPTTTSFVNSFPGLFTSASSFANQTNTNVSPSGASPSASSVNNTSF
# The depositor's hits bear a star; . = not tested or not shown. Not all compounds are listed; the hit share may differ from the screen's.
SMILES,Fam108B inh,PME-1 inh,MCL1 BIM primary,MEX-5 binding,BCLXL inh,AHR activator,pPAFAH inh,PAFAH1B2 FP inh,GLD-1 RNA inh
O=c1c(C=Nc2ccc(Cl)cc2)c[nH]n1-c1cccc(Cl)n1,-2.1,0.0,3.6,-1.3,3.4,3.9,4.6,0.0,1.9
CC(c1nnc(SCC(=O)c2c(N)n(C3CC3)c(=O)[nH]c2=O)n1-c1ccc(F)cc1)N(C)C (stereo unspecified),.,2.5,-2.3,.,-1.0,2.8,-2.2,2.1,2.2
Cc1sc2ncnc(OCC(=O)N3CCN(C(=O)c4ccco4)CC3)c2c1C,5.0,0.1,5.7,-2.3,4.5,0.1,1.9,0.3,15.8
O=C(CN(C(=O)CCC(=O)Nc1ccccn1)c1cccc(F)c1)NCc1ccc2c(c1)OCO2,-3.2,-1.1,0.4,1.3,2.7,0.4,5.7,6.1,-2.3
S=c1[nH]nc(Nc2ccc(Cl)cc2)s1,2.3,0.8,-9.1,0.7,8.0,0.9,0.2,6.5,0.1
N#Cc1nc(COc2ccc(F)cc2)oc1N1CCCCC1,2.3,-6.4,3.4,-1.0,6.3,6.6,7.6,0.2,6.7
O=C1Nc2cc(Cl)c(Cl)cc2N(O)N1c1cc(Cl)cc(Cl)c1,-1.2,-1.5,0.7,-0.9,5.6,9.5,6.7,7.0,6.3
O=C(COc1ccc(-n2cnnn2)cc1)NC(=O)NCc1ccccc1,1.9,2.9,-2.1,0.7,2.4,1.1,3.6,2.9,2.4
COc1cccc(Cn2cnc3c(NS(=O)(=O)c4ccc(Cl)cc4Cl)c(C)c(C)cc32)c1,-4.4,-3.5,2.3,1.5,3.9,-1.0,11.1,3.0,-3.8
CCN(Cc1ccccc1)C(=O)c1cccc(OC2CCN(C(=O)C3CC3)CC2)c1,-0.3,5.0,4.2,.,-2.9,0.6,0.6,1.0,-6.7
CCOC(=O)c1ccccc1NC(=O)CSc1nnc(COc2ccccc2C)n1C,-4.9,0.6,-5.2,1.0,0.3,0.5,1.5,1.5,0.7
COc1ccc(N2CCN(C(c3cccs3)C(C)NS(=O)(=O)c3ccccc3)CC2)cc1 (stereo unspecified),-2.2,1.4,1.1,1.2,3.8,0.1,6.6,-2.2,0.6
Cc1ccc(C)c(OCC(=O)Nc2ccc3c(c2)OCO3)c1,-4.1,-2.0,5.8,0.6,4.4,9.4,7.3,-11.4,5.5
COc1cccc(CN(C)C(=O)c2ccc(OCC(=O)Nc3cccc(C(F)(F)F)c3)c(OC)c2)c1,-10.9,-0.9,-2.4,-1.7,1.7,0.1,-5.5,0.9,3.7
CC1=C(C(=O)OC(C)(C)C)C(c2ccc3ccccc3c2)NC(=O)N1C (stereo unspecified),-1.1,-1.9,-2.7,2.2,-1.6,6.6,2.4,10.4,2.3
O=C(CN1C(=O)C2CC=CCC2C1=O)N1CCN(c2ccc([N+](=O)[O-])cc2)CC1 (stereo unspecified),1.1,-1.8,-10.4,1.8,-10.9,-1.7,6.3,2.0,-5.9
COc1ccc(S(=O)(=O)NCc2cccnc2)cc1NC(=O)c1ccccc1,-2.4,5.7,9.5,-1.8,1.7,-0.7,3.6,7.2,-2.2
COc1ccc(Cc2nnc(NC(=O)c3ccco3)s2)cc1,6.1,1.8,1.3,1.3,1.5,5.5,5.6,8.8,5.0
Cc1ccc(OCC(=O)N2CCCCCCC2)cc1C,2.4,-0.3,9.1,1.3,4.4,8.9,1.6,-1.0,10.1
CCOc1ccc(NS(=O)(=O)c2ccc(C(=O)NCCN3CCOCC3)cc2)cc1,-3.0,-0.4,2.9,-0.6,7.5,0.9,32.3*,-1.8,3.3
CC1(C)NC(=O)N(CC(O)COc2cc3ccccc3cc2C(=O)N2CCCCC2)C1=O (stereo unspecified),-1.2,-1.2,-3.8,-2.7,-0.4,1.7,1.6,-2.9,-2.2
O=C(Nc1ccccc1)N(Cc1ccc(Cl)cc1)CC(O)C(F)(F)F (stereo unspecified),-0.6,-0.2,-2.8,-0.6,-2.3,1.3,6.4,2.9,0.8
COC(=O)c1ccc(N/N=C/c2cc([N+](=O)[O-])cc(OC)c2O)cc1,8.8,6.8,5.0,-10.6,35.7*,3.6,10.7,9.1,-0.6
CCOc1ccc(NC(=O)CSc2nnc(-c3ccccn3)n2C)cc1,1.6,-6.3,1.9,3.0,-5.2,-0.6,-5.9,0.1,2.1
C/C(=N\NC(=O)CNc1ccc(F)cc1)c1cc2ccccc2o1,6.0,-2.6,-2.0,-2.2,1.7,35.6,0.9,-2.9,-4.3
COc1ccc(CC(=O)NNS(=O)(=O)c2ccc(F)cc2)cc1OC,-1.6,4.8,5.5,0.5,5.3,1.9,1.8,3.3,3.3
Cc1ccc(NC(=O)NC(=O)CN2CCC(C(N)=O)CC2)c(C)c1,.,1.0,0.3,.,-0.9,4.6,2.2,8.5,2.0
CCC(C)NC(=O)C1CCN(S(=O)(=O)N2CCOCC2)CC1 (stereo unspecified),-0.1,-11.9,-3.9,-0.6,4.4,1.8,4.1,10.0,1.8
CC[C@@]1(C(=O)OC)N[C@H](CN(C)C(=O)Nc2ccc(C)cc2)[C@@H]2C(=O)N(C)C(=O)[C@@H]21,.,.,.,.,.,1.3,0.3,-0.4,3.5
CC12C(=O)N(c3ccc(OC(=O)c4ccco4)cc3)C(=O)C1C1c3ccccc3C2c2ccccc21 (stereo unspecified),-2.8,-2.4,-3.0,-2.1,3.2,2.3,2.3,4.6,2.5
CCCC1S/C(=N/N=C/c2ccc(C)cc2)N(Cc2ccc(OC)cc2)C1=O (stereo unspecified),-1.8,-11.7,5.8,2.9,2.8,1.0,-1.4,2.7,5.8
COc1ccccc1-c1ccc(SCc2ccc(F)cc2)nn1,-5.3,-3.5,5.7,-1.6,-0.1,-2.6,0.4,0.9,-4.6
C/C(=N\O)c1ccc2c(c1)CC(C)O2 (stereo unspecified),0.1,3.5,-11.9,1.5,0.0,2.7,5.8,4.5,-1.5
O=C(Cn1ccc(NC(=O)OCc2ccccc2)nc1=O)NCc1ccc2[nH]ccc2c1,.,-3.6,7.5,.,0.8,4.2,3.3,6.2,-5.7
Cc1cccc(-c2noc(CNC(=O)COc3ccccc3C)n2)c1,-0.4,1.0,3.4,1.4,2.6,27.6,1.0,1.5,2.0
Cc1cc2c(cc1S(=O)(=O)NCC(C)c1ccccc1)n(C)c(=O)c(=O)n2C (stereo unspecified),2.6,-4.0,0.3,0.4,0.1,-0.2,1.0,25.5*,-2.0
CSc1nsc(SCC(=O)Nc2ccc(C(=O)O)cc2)n1,-0.2,-2.8,3.8,-0.3,6.2,3.1,-1.7,1.2,0.4
CCn1cc(C(=O)NC2CCCCCC2)c2cc(OC)c(OC)cc2c1=O,8.6,-1.4,5.6,3.5,1.8,1.3,-9.3,0.6,-8.6
O=C(CSc1nnc2ccccn12)NC(=O)NC1CCCC1,-12.7,-4.5,-8.8,0.2,-8.3,3.6,-4.8,-4.1,0.7
CS(=O)(=O)c1ccc(C(=O)OCc2nnc(-c3ccc(Cl)cc3)o2)cc1[N+](=O)[O-],-11.6,-11.0,0.0,0.5,1.2,2.9,8.6,-8.2,-18.0
COc1ccc(S(=O)(=O)N2CCOCC2)cc1NC(=O)Cn1nnc2ccccc2c1=O,-2.8,3.1,-3.3,1.5,-5.0,-0.8,1.9,1.7,2.2
O=C(Nc1ccc2c(c1)C(=O)N(CC1CCCO1)C2=O)c1ccc(Cl)c(Cl)c1 (stereo unspecified),-7.3,-6.7,1.8,-2.0,3.3,1.7,1.7,3.4,9.2
CCC(C)NC(=O)CSC1=Nc2ccccc2C2=NC(c3ccccc3)C(=O)N12 (stereo unspecified),7.7,-5.7,11.9,-2.2,0.0,6.2,0.8,7.8,7.2
Cc1cc(C)n2nc(SCc3nnc(SCc4ccccc4)s3)nc2n1,-0.2,20.2,2.6,1.8,2.3,-1.4,4.1,-1.7,-0.8
N#Cc1nc(-c2ccccc2F)oc1N1CCCCC1,-2.5,2.0,-0.8,-1.7,0.7,6.3,6.2,1.3,2.8
OCCC1CN(Cc2cnc(-c3ccccc3)s2)CCN1Cc1ccccc1 (stereo unspecified),-3.3,-1.9,5.8,-0.7,4.0,1.3,-0.4,-3.6,2.3
CN(C)CCNc1nc2sc3c(c2c(=O)n1-c1ccc(F)cc1)CCCCC3,-1.1,-1.0,3.8,-1.4,0.5,-0.8,4.4,-0.8,3.3
CCS(=O)(=O)N1CCC(c2nc3ccccc3[nH]2)CC1,-0.3,-0.5,4.6,2.3,4.3,4.3,-1.4,-1.9,10.2
CC(C)CCNC(=O)C1CCN(S(=O)(=O)c2ccc(-n3cnnn3)cc2)CC1,2.9,4.5,7.8,0.6,6.1,2.6,-2.9,5.8,-6.4
CCN(CC)C(=O)C1CCCN(Cc2ccccc2F)C1 (stereo unspecified),5.2,3.5,7.1,-1.3,3.3,-2.1,-1.5,3.4,1.2
Cc1nc(N)nc(C)c1Cc1ccccc1,-3.3,-5.3,-8.3,1.4,-4.5,3.3,2.9,-1.1,6.7
Cc1ccc(N(CC(=O)N2CCN(C3CCCCC3)CC2)S(=O)(=O)c2cccnc2)cc1,-2.5,-7.5,0.5,.,4.2,0.8,-1.4,5.1,5.6
O=C(CNC(=O)c1ccccc1)NCc1ccc(Cl)cc1,-0.9,6.6,-0.5,-0.5,1.7,1.4,-2.4,2.4,3.8
Oc1ccccc1C1Nc2cccc3cccc(c23)N1,60.1*,46.2*,20.5,-1.5,7.3,38.1,9.9,6.4,5.8
COc1ccc(OC)c(C2C(C(=O)c3ccc(C)o3)=C(O)C(=O)N2CCCN2CCOCC2)c1 (stereo unspecified),-2.4,2.0,-0.8,.,4.0,0.8,2.6,0.5,6.9
CCOc1cc(/C=C2/C(=N)N3OC(C)=CC3=NC2=O)ccc1OC,-2.2,-3.4,-3.8,0.7,5.0,5.0,-11.1,2.3,-3.9
Cc1cccc(CS(=O)(=O)c2ncc(Cl)c(C(=O)Nc3ccc(F)cc3)n2)c1,0.2,-5.5,5.3,-1.0,4.5,27.3,0.5,3.4,1.7
O=C(CCC1CCCCC1)NCCN1C2=NC[C@H](Cc3ccccc3)N2C[C@H]1Cc1ccc(O)cc1,-4.1,-2.0,1.1,0.8,0.6,1.1,2.4,0.9,10.8
COc1ccc(C)cc1NC(=O)c1cc2c(=O)n3ccccc3nc2n1C,-2.2,0.4,3.3,.,4.4,-8.5,1.9,2.6,2.6
O=C(COC(=O)C1CC1)NC(=O)c1ccccc1,.,0.4,6.9,.,10.8,-0.7,-0.3,11.0,3.3

# Quoted at random: 3 entries already listed
SMILES,Fam108B inh,PME-1 inh,MCL1 BIM primary,MEX-5 binding,BCLXL inh,AHR activator,pPAFAH inh,PAFAH1B2 FP inh,GLD-1 RNA inh
Oc1ccccc1C1Nc2cccc3cccc(c23)N1,60.1*,46.2*,20.5,-1.5,7.3,38.1,9.9,6.4,5.8
Cc1ccc(N(CC(=O)N2CCN(C3CCCCC3)CC2)S(=O)(=O)c2cccnc2)cc1,-2.5,-7.5,0.5,.,4.2,0.8,-1.4,5.1,5.6
N#Cc1nc(-c2ccccc2F)oc1N1CCCCC1,-2.5,2.0,-0.8,-1.7,0.7,6.3,6.2,1.3,2.8

# From PubChem BioAssay
